MsrA act – activates bovine MsrA enzyme | purified bovine MsrA, absorbance read-out | activation, % at 10.6 µM | hit rate 0.3% among 360,000 | AID 602163; in the data active means activation above about 7.5%;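 further: 0% = vehicle and 100% = reference activator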
Rin1-Abl PPI inh – inhibitors of human Rin1-Abl protein interaction; TR-FRET Rin1/Abl binding, biochemical; inhibition, % at 7.35 µM; hit rate 0.4% among 360,000; in the data active means inhibition above about 5%, passing the limit was not always enough
E coli Lon inh – inhibits E. coli Lon protease. P0A9M0. purified E. coli Lon protease, fluorescence polarization. inhibition, % at 7.94 µM. hit rate 0.42% among 360,000; in the data active means inhibition above about 13%, passing the limit was not always enough;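 further: 0% = enzyme with probe and DMSO and 100% = no enzyme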
FAS-TE inh – FAS thioesterase (human) inhibition; P49327; recombinant FAS-TE, OMFH fluorogenic substrate, fluorescence endpoint; inhibition, % at 15 µM; hit rate 0.67% among 360,000;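 active means compounds whose normalised, plate-corrected inhibition of enzyme fluorescence in the single-dose primary screen is 50% or more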;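 further: 0% = DMSO with enzyme and 100% = substrate without enzyme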
CSN inh – inhibitors of human CSN-mediated cullin deneddylation; Purified CSN, SCF-Nedd8-OG deneddylation, fluorescence polarization; inhibition, % at 12.5 µM; hit rate 0.38% among 360,000;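 active means pattern-corrected inhibition above about 35%, with an unprinted fluorescence ratio check between 0.5 and 1.5, limit read from the data, passing the limit was not always enough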;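 further: 0% = enzyme with substrate and 100% = substrate without enzyme; some results filed as inactive read as strong as hits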
Target sequence (Q92905 whole entry, looked up, one chain of several): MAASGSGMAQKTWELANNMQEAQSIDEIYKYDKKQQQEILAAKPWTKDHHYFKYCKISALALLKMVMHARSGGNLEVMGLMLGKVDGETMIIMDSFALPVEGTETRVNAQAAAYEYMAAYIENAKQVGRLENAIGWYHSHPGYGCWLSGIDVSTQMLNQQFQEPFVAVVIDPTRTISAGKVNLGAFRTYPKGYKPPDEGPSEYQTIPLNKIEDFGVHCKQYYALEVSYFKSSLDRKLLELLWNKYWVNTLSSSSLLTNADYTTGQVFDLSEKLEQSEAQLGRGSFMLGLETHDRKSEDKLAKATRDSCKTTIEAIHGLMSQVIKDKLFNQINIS
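Material: purified human Csn5 enzyme expressed in HEK293T cells / Medium: Tris buffer pH 7.5, NaCl, DTT, Tween-20, trehalose, ovalbumin / Compound dosing: 12.5 µM single point / Schedule: 90 min incubation of compound, enzyme and substrate at room temperature / Signal: fluorescence polarization of the substrate / Control set: no-enzyme wells high, enzyme-with-substrate wells low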
MsrA inh – inhibitors of bovine MsrA. purified bovine MsrA, absorbance read-out. hit rate 0.75% among 360,000. inhibition, % at 15.5 µM; in the data active means inhibition above about 4.5%;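 further: 0% = vehicle wells with enzyme and 100% = reference inhibitor wells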
MLLE-PAM2 inh – blocks PAM2 peptide binding to the PABP1 MLLE domain | hit rate 0.36% among 360,000 | inhibition, % at 20 µM | GST-MLLE / FITC-PAM2 fluorescence polarization | AID 588489 | P11940; in the data active means inhibition above about 35%, passing the limit was not always enough;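 further: plate controls were DMSO wells with GST-MLLE for no effect and wells lacking GST-MLLE protein for full effect; some results filed as inactive read as strong as hits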
Rpn11 inh – Rpn11 (human) deubiquitinase inhibition. O00487. human 26S proteasome, Ub4-pepOG fluorescence polarization; 20S core pre-blocked with epoxomicin. calls only at 20 µM. hit rate 0.59% among 360,000. AID 588493;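 active means inhibition at 20 µM, scaled to each plate's controls, above about 33%, limit read from the data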
Target sequence (O00487 whole entry, looked up): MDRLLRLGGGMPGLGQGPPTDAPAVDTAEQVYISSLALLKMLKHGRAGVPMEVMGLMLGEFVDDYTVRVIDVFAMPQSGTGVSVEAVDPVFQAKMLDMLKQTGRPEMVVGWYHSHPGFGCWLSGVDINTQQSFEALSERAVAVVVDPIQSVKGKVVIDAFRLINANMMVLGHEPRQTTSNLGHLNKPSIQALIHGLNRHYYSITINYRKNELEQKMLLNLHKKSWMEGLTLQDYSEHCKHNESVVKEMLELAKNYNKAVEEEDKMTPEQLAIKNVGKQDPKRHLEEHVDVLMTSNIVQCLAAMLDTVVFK
MT1-MMP act inh – blocks activation of human MT1-MMP | HT1080 RFP-PRO-GFP cells, GFP/RFP ratio fluorescence, overnight; percent of plate control window, DMSO zero | P50281 | GFP/RFP ratio change, % at 20 µM | hit rate 0.061% among 360,000;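 active means GFP/RFP ratio change of at least 30% with cell ATP level not reduced by more than half and red fluorescence within 50% of control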; further: strong numbers were not always called active
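Assay system: HT1080 RFP-PRO-GFP cells. Benchmarks: DMSO vehicle wells and RFP-L50D-GFP reporter cell wells. Times: overnight cell settling, then overnight compound exposure, 37 °C, 5% CO2. Compound: 20 µM single dose, 1% DMSO. Read-out basis: GFP/RFP fluorescence ratio.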
* hit, by the source's call; i = inactive; . = no result given.

SMILES,MsrA act,Rin1-Abl PPI inh,E coli Lon inh,FAS-TE inh,CSN inh,MsrA inh,MLLE-PAM2 inh,Rpn11 inh,MT1-MMP act inh
Cc1ccc(/C=C(\C#N)C(=O)Nc2ccccn2)o1,-4,-4,12,-2,-3,2.1,-6,i,-3
S=C(NCC1CCCO1)N1CCN(c2nc(-c3ccccc3)cs2)CC1 (stereo not given),-3,-3,-2,31,3,0.7,-119,i,-1
CC1(C(=O)O)CCCN1C(=O)c1cccc(C(F)(F)F)c1 (stereo not given),-1,1,-6,-11,3,0.1,5,i,1
Cc1ccc(NC(=O)c2ccc(CSc3nnc(-c4ccncc4)n3C)cc2)c(C)c1,-1,5,-2,-1,-3,-0.5,8,i,6
COc1cccc(-c2oc3c(c2-c2ccc(Br)nc2)C(O)CCC3)c1 (stereo not given),-10,.,-5,5,0,1.2,.,.,5
O=C(NNC(=O)c1sccc1-n1cccc1)c1ccccc1,-5,1,4,-5,2,-0.6,5,i,-1
Cc1cccc(NC(=S)N(CCCN2CCOCC2)Cc2ccccn2)c1,-3,-1,-8,-13,-2,-1.0,17,i,2
CCc1c(C)sc(NC(=O)c2cc(-c3ccc(O)cc3)on2)c1C#N,-1,-3,4,-4,1,1.1,24,i,4
Cn1c(CC(=O)Nc2ccccc2F)nnc1SCC(=O)NC1CCCCC1,0,2,-6,-2,-1,0.5,6,i,1
CCc1c(C)nc(SC(C(=O)O)c2ccccc2)c(C#N)c1C (stereo not given),-5,0,-10,-4,-4,-1.1,13,i,0
COc1ccc(N(C(=O)c2ccco2)C(C(=O)NC2CCCC2)c2cc(OC)c(OC)c(OC)c2)cc1 (stereo not given),-2,3,-4,-1,-1,0.1,-4,i,2
CCOc1ccc(OCC)c(NC(=O)CCn2c(=O)oc3ccccc32)c1,-1,-3,-3,-1,-1,-0.7,14,i,2
CC1C(=O)N2CCCc3cc(S(=O)(=O)Nc4ccccc4F)cc1c32 (stereo not given),-1,3,1,-13,0,-0.6,2,i,-1
O=C(c1ccc(S(=O)(=O)N2CCCCCC2)cc1)N1CCN(c2ccccc2)CC1,-2,1,-3,5,1,-0.2,11,i,-1
CC(C)NC(=O)C1(C)CCN1Cc1cccc(C#N)c1 (stereo not given),-4,-1,-8,-9,-1,0.3,3,i,-1
c1ccc2[nH]c(-c3cscn3)nc2c1,-4,3,-8,-5,0,0.8,5,i,2
Cc1cccc([C@@H]2[C@@H]3C(=O)N(Cc4ccccc4)C(=O)[C@@H]3[C@]3(C)C(=O)N(c4cccc(Cl)c4)C(=O)N23)c1,-1,2,-2,23,-6,-0.1,-15,i,2
Cc1ccc(OCC(=O)Nc2cc(C(C)(C)C)on2)cc1C,-6,1,13,12,0,-0.6,-6,i,-1
c1ccc(-c2csc3nnc(SCc4ccc5c(c4)OCO5)n23)cc1,-9,-2,2,5,0,0.4,17,i,-7
CC(=O)Nc1ccc(SC[C@H](C)CN2CC[C@H](O)CCC2=O)cc1,0,1,5,-13,0,-0.5,1,i,0
C/C(=N/NC(=O)c1ccc(C(C)(C)C)cc1)c1cccnc1,-1,2,5,0,-3,-0.5,1,i,4
COc1cc(C=c2c3ccccc3n3c2cc(-c2ccccc2)[n+]3C)cc(OC)c1OC,18*,14*,-17,2,6,12*,-4,i,58
COc1ccc(C(=O)N2CCN(C(C)=O)CC2)cc1S(=O)(=O)NCc1ccc(Cl)cc1,-3,-2,-11,-8,2,-1.4,-4,i,1
CCc1ccccc1NC(=O)C1CCCN(S(=O)(=O)c2c(C)noc2C)C1 (stereo not given),-1,-2,15,-1,2,0.1,2,i,-9
COc1ccc(CNC(=O)C2CCC(=O)N2C(C)C)c(OC)c1 (stereo not given),-11,3,2,-2,5,0.8,-2,i,5
O=C(NCc1ccco1)/C(=C/c1ccc(Cl)cc1)NC(=O)c1ccco1,-1,0,-4,-4,1,-0.6,7,i,2
NC(=O)Nc1cc(Cl)ccc1Cl,-3,1,5,-4,1,1.0,-11,i,2
Cc1ccc(S(=O)(=O)N/N=C/c2ccc(C(=O)O)cc2)cc1,0,3,0,-11,0,2.4,-33,i,-2
CC(Nc1nc(-c2ccc(F)cc2)cs1)c1nc2cc(Cl)c(Cl)cc2n1CCCO (stereo not given),-6,1,-15,28,2,-0.2,-5,i,7
CN1C(=O)CSc2ccc(NC(=O)NCc3cccnc3)cc21,-3,2,-4,0,5,-0.3,18,i,2
Cc1cc(=O)oc2cc(OCC(=O)N3CCN(C(=O)C4COc5ccccc5O4)CC3)c(Cl)cc12 (stereo not given),-3,-2,6,26,-2,0.6,2,i,0
Cc1ccc(CSCCNC(=O)c2cccc([N+](=O)[O-])c2)cc1,-7,0,-3,37,-12,-1.0,14,i,5
CCOc1ccc(CCNC(=O)c2cc(C)nc3ccccc23)cc1OCC,-3,-2,-2,-3,0,-0.8,9,i,1
COc1ccc(C(=O)NCCN2CCCC2)cc1[N+](=O)[O-],-4,2,-10,0,-5,0.6,-3,i,-2
COc1ccc(NC(=O)CSCC(=O)NCc2cccc(C(F)(F)F)c2)cc1,-3,-2,-4,1,2,-0.1,-3,i,-1
CC1(C)CC(=O)C(N=Nc2cc(Cl)c(Cl)c(Cl)c2)=C(O)C1,-1,1,8,-2,2,0.6,12,i,1
CNC(=S)NNC(=O)Cc1ccc(OC)c(OC)c1,-2,-3,1,-7,1,-1.0,-6,i,1
COc1cccc(NC2=CC(=O)CC(C)(C)C2)c1,-7,1,-5,-4,2,2.3,-2,i,10
Cc1nnc(SCC(=O)N/N=C/c2ccc(-c3ccc(C)c(Cl)c3)o2)s1,-3,-2,-4,22,-8,2.3,-3,i,1
Cc1ccc2c(c1)N(Cc1cccc(C#N)c1)C=NS2(=O)=O,0,3,5,4,100*,-1.0,5,i,-1
Cc1cc(-c2csc(N)n2)c(C)n1-c1ccc(Cl)c(Cl)c1,-5,-1,-19,-18,11,0.6,-29,i,17
COc1ccc(-c2nc3ncccn3c2Nc2ccccc2)cc1,-6,-3,-9,-1,2,1.5,5,i,3
Cc1c(NC2=CC(=O)CC(C)(C)C2)c(=O)n(-c2ccccc2)n1C,0,-4,-7,-3,0,0.7,2,i,-2
COc1ccc(C(CNC(=O)CN2C(=O)NC3(CCCC3)C2=O)N(C)C)cc1 (stereo not given),-6,1,4,-5,-1,-0.6,-14,i,-1
CNC(=S)c1cc(C(C)(C)C)c(O)c(C(C)(C)C)c1,-2,-1,-1,17,3,1.5,1,i,6
CCc1ccc(CN2C(=O)c3ccccc3C2C(=O)NCC2CCCO2)cc1 (stereo not given),-5,-5,0,-3,0,0.2,-1,i,3
O=C(NCc1ccc2c(c1)OCO2)C1CCCN(S(=O)(=O)c2cccc3nonc23)C1 (stereo not given),-5,-4,-9,-3,-1,-0.3,-34,i,-3
O=C(N/N=C/c1cccnc1)c1cc(-c2ccccc2OCc2ccccc2)n[nH]1,-2,-4,4,19,4,1.6,1,i,4
Cc1ccc(C)n1CCN1CCN(S(=O)(=O)c2ccc(F)cc2F)CC1,-2,-1,-10,-2,-2,-0.7,-11,i,-3
Cc1onc(-c2c(F)cccc2Cl)c1C(=O)N1CCc2ccccc2C1,-2,0,-2,-1,-7,-0.7,-4,i,-1

Later entries.
SMILES,MsrA act,Rin1-Abl PPI inh,E coli Lon inh,FAS-TE inh,CSN inh,MsrA inh,MLLE-PAM2 inh,Rpn11 inh,MT1-MMP act inh
COc1ccc(/C=C/C(=O)NC(=S)NNC(=O)[C@H]2C[C@@H]2c2ccccc2)cc1OC,1,-2,3,-6,2,0.5,-69,i,-3
O=C(NCCCN1CCOCC1)c1cc(Cl)ccc1[N+](=O)[O-],-3,-1,1,-9,-13,0.3,-11,i,0
Cc1c(C(=O)N(C)c2ccc(Cl)cc2)cnn1-c1ccccc1,-2,2,-4,-4,-5,0.4,-1,i,1
CC1(C)CC(=O)c2cc(C(=O)NNc3ccccc3)c(=O)n(-c3ccccc3)c2C1,-2,-1,-4,3,-2,3.9,4,i,3
CCn1cc(S(=O)(=O)CC(=O)Nc2cc(C)ccc2C)c2ccccc21,-1,-2,-3,-3,-1,1.1,11,i,1
COc1cccc(OCCCOc2ccccc2C(C)C)c1,-2,1,-7,27,0,0.5,0,i,1
CCN(C(=O)CN(C)Cc1c(F)cccc1Cl)c1c(N)n(Cc2ccccc2)c(=O)[nH]c1=O,-6,0,10,-4,-1,-1.1,-15,i,0
Cc1ccc(Nc2ccc(C(F)(F)F)cc2[N+](=O)[O-])cc1,-3,-1,3,17,1,10.0*,-4,i,-5
N#CC1=C(N)Oc2cc(N)ccc2C1c1ccccc1 (stereo not given),0,-1,-4,-3,4,0.9,-11,i,0
O=C(Nc1ccccc1N1CCCC1)c1cc2ccccc2o1,-1,-5,2,8,1,0.9,41*,i,-13
CCC(CO)Nc1nc(CN2CCCCC2)nc2scc(-c3ccccc3)c12 (stereo not given),-5,3,-5,-7,0,0.1,-20,i,-7
CC1CCN(C(=O)Cn2cc(C(F)(F)F)ccc2=O)c2ccccc2S1 (stereo not given),-1,5,-3,2,-2,0.5,-3,i,-2
CC(=O)c1c(N2CCOCC2)[nH]c(-c2ccccc2)nc1=S,-6,0,-7,-10,-4,1.9,28,i,-7
COC(=O)[C@H](CCSC)NC(=O)Nc1cccc(C)c1C,-3,3,-2,-4,2,1.2,10,i,2
CC(Sc1nn(-c2ccc(F)cc2)c(=S)s1)C(=O)c1c(N)n(C)c(=O)n(C)c1=O (stereo not given),-5,4,7,8,-2,2.3,-88,i,9
COc1ccc(CCn2c(O)c(C=Nc3cccc(F)c3)c(=O)[nH]c2=O)cc1OC,-4,1,-13,-10,3,0.7,-6,i,-10
O=C(/C=C/c1ccc2c(c1)OCO2)c1ccccn1,-2,2,-14,6,3,0.8,19,i,-7
COc1cc(C(=O)NCc2nnc(SCC(=O)c3ccc(Cl)cc3)o2)cc(OC)c1OC,-2,-2,13,1,3,0.3,-59,i,2
Cc1ncc(CO)c(/C=N/NC(=O)c2cccc(S(=O)(=O)N3CCCC3)c2)c1O,-2,-7,-12,-3,2,1.2,6,i,-7
Cc1ccccc1/C=N/N=C1/NC(=O)CCS1,-6,-7,2,-8,0,3.0,-18,i,-2
Cc1cccc(-n2nnnc2SCC(=O)c2cc(C)n(CC3CCCO3)c2C)c1 (stereo not given),0,-5,11,0,-4,1.1,-98,i,2
CCN1CCN(CCCNC(=O)c2ccc3c(=O)n(CCc4ccccc4)c(=O)[nH]c3c2)CC1,-5,1,-12,-4,2,1.3,10,i,3
CCc1ccccc1NC(=O)C1CC(c2ccc(F)cc2)=NO1 (stereo not given),-3,0,-3,-1,1,0.0,-3,i,2

Limited to Rpn11 inh, CSN inh and Rin1-Abl PPI inh (three entries from above):
| compound | Rpn11 inh | CSN inh | Rin1-Abl PPI inh |
| --- | --- | --- | --- |
| COC(=O)[C@H](CCSC)NC(=O)Nc1cccc(C)c1C | i | 2 | 3 |
| CC1(C)CC(=O)c2cc(C(=O)NNc3ccccc3)c(=O)n(-c3ccccc3)c2C1 | i | -2 | -1 |
| O=C(/C=C/c1ccc2c(c1)OCO2)c1ccccn1 | i | 3 | 2 |
